# NR2E3 ag-1: agonists of human nuclear receptor NR2E3. GST-NR2E3/biotin-RetCOR TR-FRET, 1536-well. inhibition of corepressor binding, % at 4.78 µM. 320,000 tested, 0.12% active. AID 2300;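 active = percent inhibition above the cutoff of mean plus 3 SD of all tested compounds, set per screening campaign, cut at about 20% in these data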;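 note: 0% = DMSO wells and 100% = biotin wells as full block of FRET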
# Target sequence (Q9Y5X4 whole entry, looked up): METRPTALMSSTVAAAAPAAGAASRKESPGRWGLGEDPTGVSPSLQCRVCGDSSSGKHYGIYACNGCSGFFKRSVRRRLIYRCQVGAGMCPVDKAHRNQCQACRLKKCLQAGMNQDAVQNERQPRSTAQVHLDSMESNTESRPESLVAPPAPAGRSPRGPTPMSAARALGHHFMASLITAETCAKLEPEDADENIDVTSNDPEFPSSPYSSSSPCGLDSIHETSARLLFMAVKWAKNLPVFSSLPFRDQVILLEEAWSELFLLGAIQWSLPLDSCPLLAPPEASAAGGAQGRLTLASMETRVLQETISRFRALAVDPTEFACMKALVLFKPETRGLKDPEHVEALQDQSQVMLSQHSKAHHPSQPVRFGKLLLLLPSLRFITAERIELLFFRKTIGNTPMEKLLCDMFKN
#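 Material: NR2E3–RetCOR corepressor complex | Quantity: 1.35 nM GST-tagged NR2E3 final | Schedule: 5 h at 4 °C | Replication: Singlicate compound wells | Reagent: RetCOR corepressor, biotinylated, 7 nM | Controls: Biotin wells as high control, 0.6% DMSO wells as low control | Signal: TR-FRET, Eu(K)-anti-GST donor, streptavidin-D2 acceptor, ex 340, em 617/671 nm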
# NR2E3 ag-2: agonists of human NR2E3 nuclear receptor; AID 602229; CHO-S Gal4-NCOR/VP16-NR2E3 two-hybrid, luciferase; 360,000 tested, 0.35% active; inhibition of corepressor binding, % at 3.98 µM;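 active = inhibition above the mean of all tested compounds plus 3 SD, cut at about 70% in these data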;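 note: 0% = DMSO with NR2E3 transfected cells and 100% = cells lacking NR2E3 construct; higher means lower luciferase signal from less NR2E3 corepressor binding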
# HIF-2a block: HIF-2a inhibition | inhibition, % at 18.8 µM | 360,000 tested, 0.72% active | 786-0 RCC cells HIF-2a reporter, luciferase luminescence, overnight;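 active = inhibition of the luminescence signal of 40% or more relative to plate controls, in a single-dose primary screen at 18.75 µM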
# Shn3 inh set2: Schnurri-3 reporter inhibition in Clone20 osteoblasts; 360,000 tested, 0.52% active; inhibition, % at 12.5 µM; AID 588674; Clone20 osteoblast Shn3 3'UTR firefly luciferase, 24 h;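 active = mean inhibition of at least 75% with every replicate also reaching 75%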;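 note: 0% = median of neutral control wells and 100% = pilot-screen positive control compound; some compounds past the cut are filed as inactive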
# CF NFkB inh: blocks PAF-induced NF-kB reporter in cystic fibrosis cells; inhibition, % at 5 µM; 360,000 tested, 0.86% active; KKLEB NF-kB-GFP reporter, GFP fluorescence overnight;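 active = at least 50% inhibition at 5 µM, scaled per plate between neutral and stimulator controls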;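 note: PAF is a Pseudomonas aeruginosa culture filtrate used as stimulus; plate controls were PAF-stimulated DMSO wells for no effect and unstimulated DMSO wells for full effect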
# Vif inh: inhibitors of HIV Vif; HEK293T cells, Vif self-association by quenched fluorescence, imaging, 24 h; inhibition, % at 7.49 µM; 340,000 tested, 0.35% active; AID 602346; in the data active = inhibition above about 50%, passing the limit was not always enough; note: some results filed as inactive read as strong as hits
# TRPM1 prom inh: MITF TRPM1 promoter inhibition in SK-MEL-5 cells. SK-MEL-5 TRPM1 promoter luciferase, 24 h. inhibition, % at 12.5 µM. 330,000 tested, 0.83% active. AID 488899;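 active = mean inhibition across replicates of 60% or more, whatever share of single replicates reaches that level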; note: values of inactives mirror those of a sister screen read the other way
# Peg3 prom inh: reduces Peg3 promoter-driven luciferase expression in HeLa | HeLa PEG-Prom luciferase reporter, luminescence, overnight | inhibition, % at 20 µM | 360,000 tested, 1.7% active;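 active = inhibition of at least 50% at 20 µM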
# CaV13 ICDI inh: Primary screen for inhibitors of IQ motif and Ca2+-dependent inactivation inhibitor domain binding in CACNA1D, Förster resonance energy transfer in living cells, …; HEK cells, CFP/YFP FRET ICDI-IQ, plate reader, 10 min; percent FRET-ratio fall versus neutral wells; 340,000 tested, 0.098% active; inhibition, % at 12.3 µM;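 active = mean replicate inhibition of at least 30% and at least 1% of replicates passing that level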;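 note: 0% = median of the neutral control wells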
# KKLEB cytotox: reduces viability of KKLEB cystic fibrosis airway cells | KKLEB CF airway cells viability, ATPlite luminescence, overnight; active compounds read low; cells stimulated with P. aeruginosa culture filtrate | activity change (cytotoxicity), % at 5 µM | 360,000 tested, 0.36% active | AID 602141;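 active = corrected activity change at or below -50% at 5 µM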
# PDI turbidity: blocks human protein disulfide isomerase activity; P07237; PDI insulin aggregation turbidity, A650, 90 min; inhibition, % at 10 µM; 350,000 tested, 0.052% active;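 active = mean inhibition across replicates of 30% or more, whatever share of single replicates reach that level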;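 note: absorbance from insulin aggregation driven by PDI reduction with DTT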
# Target sequence (P07237 whole entry, looked up): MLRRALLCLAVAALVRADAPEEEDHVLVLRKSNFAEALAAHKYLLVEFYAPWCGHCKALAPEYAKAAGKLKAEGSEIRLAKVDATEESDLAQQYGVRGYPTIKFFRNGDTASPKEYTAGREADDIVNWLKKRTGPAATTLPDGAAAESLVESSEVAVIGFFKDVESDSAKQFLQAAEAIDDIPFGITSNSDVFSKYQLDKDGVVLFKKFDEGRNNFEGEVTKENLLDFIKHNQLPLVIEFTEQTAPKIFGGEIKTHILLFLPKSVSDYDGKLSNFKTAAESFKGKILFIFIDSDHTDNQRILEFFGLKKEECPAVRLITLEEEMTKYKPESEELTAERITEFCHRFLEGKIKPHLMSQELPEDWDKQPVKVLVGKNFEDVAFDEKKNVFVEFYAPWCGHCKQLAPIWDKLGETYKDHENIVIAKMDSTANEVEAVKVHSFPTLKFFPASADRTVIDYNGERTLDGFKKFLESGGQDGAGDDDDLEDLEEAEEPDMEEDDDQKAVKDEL
# * marks the source's active call; other numbers are inactive results; · = not tested or not shown.
SMILES,NR2E3 ag-1,NR2E3 ag-2,HIF-2a block,Shn3 inh set2,CF NFkB inh,Vif inh,TRPM1 prom inh,Peg3 prom inh,CaV13 ICDI inh,KKLEB cytotox,PDI turbidity
Oc1ccc(-c2nc3ccccc3s2)c(O)c1,0,-124,-403,-16,-30,-2,-61,-317,-3,6,-5
CC(NC(=O)c1ccco1)C(=O)OCc1cccc(Cl)c1 (configuration not stated),2,-14,8,4,1,16,-1,23,-5,-2,-2
Cc1ccc(NC2=NC(c3ccc(F)cc3)n3c(nc(C)cc3=O)N2)c(C)c1 (configuration not stated),3,17,15,-12,7,-1,3,10,2,-7,0
CCc1ccc2oc(C(=O)NCC(c3ccc(OC)cc3)N3CCCCC3)c(C)c2c1 (configuration not stated),3,-36,17,-5,8,-24,21,33,-2,-6,-5
COC(=O)c1c(NC(=O)CSc2nnnn2-c2ccc3c(c2)OCO3)sc(C)c1C,3,3,5,4,-6,2,15,9,-5,8,2
CNC(=O)c1cc(S(=O)(=O)N(C)C)ccc1Cl,3,30,14,3,-1,8,8,-4,-8,6,-1
Fc1ccc(-c2nc3ccc(Br)cn3c2Cc2ccsc2)cc1,·,-4,-187,-33,-3,·,·,-132,-5,-1,·
Cc1ccc2c(c1)N1C(=O)c3ccccc3C1C1=C(CC(C)(C)CC1=O)N2 (configuration not stated),-3,6,2,5,-6,2,6,12,·,-7,-3
CC(=O)C[C@H](O)CC(=O)[C@@H]1OC(=O)[C@@H](C)C/C=C\Cc2ccccc21,·,-24,12,-7,5,-2,-6,-4,-6,5,-8
O=C(Nc1cccc2cccnc12)c1ccc(Br)cc1Br,1,9,-29,21,-7,5,9,-5,·,3,11
CN1CCN(S(=O)(=O)c2ccc(NC(=O)c3ccccc3Cl)cc2)CC1,4,-18,-3,10,16,2,-3,13,-5,3,-11
O=C(O)C1CCCCC1C(=O)Nc1cc(C(F)(F)F)ccc1Cl (configuration not stated),3,-2,16,-32,8,2,-6,0,-7,0,4
COc1ccc(C(=O)N2CCNC(=O)C2CC(=O)Nc2ccc(C)cc2)cc1 (configuration not stated),-1,2,20,-11,13,-1,0,10,2,1,-1
CC(C)CCOc1cccc(OCC(=O)N(C)C2CCS(=O)(=O)C2)c1 (configuration not stated),3,1,7,-42,-8,-3,6,23,-3,1,7
O=C(O)C1CCCCC1C(=O)NCCc1c[nH]c2ccccc12 (configuration not stated),-1,-28,2,-8,-11,15,-7,-2,-1,8,1
COc1cccc(CN2CC(C(=O)NCCCn3cccn3)CCC2=O)c1 (configuration not stated),-1,7,-1,-2,-22,1,-18,9,-5,9,-1
Cc1ccc(S(=O)(=O)N/N=c2\sc3ccccc3n2C)cc1,4,-19,-2,-15,6,14,5,13,-5,-8,-7
COc1ccc(C(=O)Nc2cnc3ccccn3c2=O)cc1,-2,-86,-282,-58,-17,-1,-49,-259,-1,-1,16
CC1CCCCC1NS(=O)(=O)c1ccc2c(c1)CC(=O)N2C (configuration not stated),0,1,3,5,-25,6,-2,3,-15,14,7
Cc1c(C(=O)N2CCCc3ccccc32)oc2ccccc12,2,-45,-156,3,-5,7,-14,-125,-5,8,-6
O=S(=O)(c1cnc(Cl)c(Cl)c1)N1CCc2ccccc21,-1,-10,22,9,-30,2,15,42,-1,3,13
O=C(NCc1ccccn1)c1cc2c(ccc3ccccc32)oc1=O,-1,26,-17,1,-33,-2,-2,-14,-1,13,-5
O=c1cc(-c2ccccc2)nc2nc(CCc3ccccc3)[nH]n12,0,-30,-3,3,2,-4,4,-10,-1,4,2
CCOC(=O)c1c(O)c2ccccc2n(C)c1=O,2,-20,10,2,6,1,16,5,-5,-3,2
O=C(COC(=O)c1ccccc1F)Nc1ccc(S(=O)(=O)N2CCOCC2)cc1,·,-19,20,-21,4,3,-2,-2,-6,10,-6
COc1ccc(C(=O)NCC(C)NC(=O)c2ccc(OC)cc2)cc1 (configuration not stated),-4,-6,16,-12,-2,0,2,6,-3,-11,1
O=C1NC2(CCCCO2)CO1 (configuration not stated),1,11,11,-15,5,-5,3,-8,-5,2,-3
CCOC(=O)C1(C)CCCN1C(=O)c1cccs1 (configuration not stated),·,11,4,-3,0,-10,·,3,-9,1,15
CCCCC(=O)Nc1c(-c2ccc(OC)c(OC)c2)c(=O)c2ccccc2n1C,0,-3,1,0,-24,1,-34,3,-19,6,3
CC12CN3CC(C)(CN(C1)C3c1c[nH]c3ccccc13)C2=O (configuration not stated),2,-14,13,-11,-5,-2,-20,15,-5,5,5
COc1cc(C(=O)NCC(=O)OCC(=O)N2CCc3ccccc32)cc(OC)c1OC,-2,0,14,6,12,6,-11,0,7,-3,-1
COC(=O)C1=C(C)NC(C)=C(C(=O)OC)C1C(=O)OCC(=O)c1ccc(Br)cc1,3,-39,8,0,-22,3,15,4,-4,-3,-2
CCN(CCNS(=O)(=O)c1ccc2c(c1)oc(=O)n2C)c1ccccc1,3,14,7,9,-9,-3,-3,9,-6,22,·
O=C(CCN1CCOCC1)NNC(=O)Nc1cccc(Cl)c1,·,-8,3,-11,-6,-5,-6,-1,·,0,-3
Clc1ccc(-c2ccc(C=Nc3ccc(N4CCOCC4)cc3)o2)cc1,1,-8,-28,-26,7,7,8,-21,-16,0,-7
NC(=O)CC(NC(=O)c1ccc(Br)cc1)c1ccc(NC2CCCCC2)c([N+](=O)[O-])c1 (configuration not stated),-1,-24,-6,33,-13,-1,-21,8,-9,-31,-6
Cc1occc1C(=O)NN1C(=O)C2C3CCC(O3)C2C1=O (configuration not stated),-2,-8,5,-30,26,-12,3,-3,-5,9,0
CCn1c(CC(=O)Nc2ccccc2C)nnc1SCC(=O)NC1=NCCS1,2,-16,6,-5,-4,4,-8,9,-4,3,1
COc1cc(C(=O)NCc2cc(C)nc3ccccc23)cc(OC)c1OC,-4,5,15,21,19,-1,11,21,3,-5,2
O=C(Nc1ccc(O)c(-c2nc3ccccc3s2)c1)c1cccs1,-2,-29,-5,1,0,8,-2,-32,-7,-6,-2
CC(=O)c1sc2nc(-c3ccc(C)cc3)c3c(c2c1N)CCCC3,16,-30,13,2,4,-11,3,20,-5,10,-2
N#C/C(=C\c1cn[nH]c1-c1ccccc1)C(=O)NC1CCCCCC1,0,4,29,-8,18,·,3,30,-9,-18,-7
CC(=O)Nc1ccc(S(=O)(=O)N2CCN=C2SCc2cccc(C)c2)cc1,2,13,14,14,-20,-10,-6,7,-6,6,3
O=C(NNS(=O)(=O)c1ccc(Br)cc1)c1ccncc1,-3,-1,4,-9,-8,-5,2,14,-6,9,3
CC(C)(C)[C@H](NC(=O)c1ccc(N)c(Cl)c1)C(=O)N1CCC[C@H]1C(=O)N[C@H](C#N)CC(=O)O,·,-5,7,-15,-6,-9,·,5,-7,6,-10
CC(C)[C@H](NC(=O)N1CCn2c1nc1ccccc12)C(=O)NCC1CCCO1 (some centres not stated),0,-3,2,7,-14,8,7,-7,-7,-22,10
N#Cc1c(NC(=O)c2cccc(S(=O)(=O)Nc3ccc(C(=O)O)cc3)c2)sc2c1CCCC2,2,7,10,8,-13,8,11,-3,-5,5,6
COc1cccc(C(O)c2nc(-c3cccc(NC(C)=O)c3)cs2)c1 (configuration not stated),·,-46,-5,-9,-4,0,·,-11,-4,9,-3
O=C(CSc1nc2ccccc2c(=O)n1-c1ccc(F)cc1)Nc1ccc(N2CCOCC2)cc1,2,-12,7,4,-16,-3,0,14,-2,7,-3
CCN(C[C@H]1N[C@@](Cc2ccccc2)(C(=O)OC)[C@H]2C(=O)N(C)C(=O)[C@@H]12)C(=O)Nc1ccc(C)cc1,·,24,3,3,16,-6,0,2,-5,3,19
CCCNc1cc(C)c(C#N)c2nc3ccccc3n12,1,-17,-2,-3,-24,-3,4,17,·,2,2
CC(=O)Nc1ccc(S(=O)(=O)NCCC(=O)Nc2cc(C)ccn2)cc1,0,-10,-18,-8,-10,5,1,7,-7,7,5
CCCCNC(=O)NNC(=O)c1cc(C)on1,-1,-6,19,8,5,-1,13,13,-5,14,0
CCN(CC)CCCC1(CN)OCCc2ccccc21 (configuration not stated),-1,-6,8,4,-5,-45,-8,-23,-5,3,4
O=C(O)/C=C/C(=O)Nc1ccc(Cl)cc1C(=O)c1ccccc1,1,-7,-3,16,-14,0,4,-4,-5,-4,7
COc1ccc2c(CC(=O)OCC(=O)Nc3ccc(C)cc3)coc2c1,1,5,1,-4,11,-1,8,-10,-3,6,-7
Cc1nnc(SCC(=O)Nc2cccc(Br)c2)s1,1,-20,-7,-4,8,-1,-3,-4,-6,-10,14
O=[N+]([O-])c1ccccc1OCCCn1cnc2ccccc21,·,-144,-334,-49,6,-6,-101,-280,6,-4,-2
CNC(=O)NNC(=O)c1csc(Cc2c(Cl)sc3ccc(Cl)cc23)n1,0,10,8,-10,17,12,1,-10,2,-1,5
Clc1ncc2[nH]cnc2n1,4,3,10,-18,19,-4,8,10,-3,2,-4
# Next results.
SMILES,NR2E3 ag-1,NR2E3 ag-2,HIF-2a block,Shn3 inh set2,CF NFkB inh,Vif inh,TRPM1 prom inh,Peg3 prom inh,CaV13 ICDI inh,KKLEB cytotox,PDI turbidity
CCOC(=O)c1c(N2C(=O)Nc3ccccc3N2O)sc2c1CCCCC2,2,7,14,23,0,0,20,-2,6,-7,-4
CC(C(=O)Nc1ncn[nH]1)N1C(=O)c2ccccc2C1=O (configuration not stated),3,-1,5,-10,7,10,-4,12,·,-6,1
O=C(CCc1ccccc1)NNC(=O)Cc1ccc(Cl)cc1,4,-12,8,-10,-3,4,-7,14,-6,-5,2
C/C(=N\OC(=O)NC(C)C)c1sc(-c2ccc(Cl)cc2)nc1C,-1,-97,-298,-22,-13,-11,-58,-208,-3,-8,-9
C=CCOc1cccc(/C=N/NC(=O)C(=O)NCc2ccco2)c1,-2,-1,-5,-3,0,1,-6,4,·,0,-6
Cn1c(CCNC(=O)c2ccco2)nc2cc(NC(=O)c3ccccc3Cl)ccc21,3,-7,-101,-8,10,-4,-30,-103,-3,-6,-1

# Arranged by value in TRPM1 prom inh (smallest number first): 3 from the list above.
mol	NR2E3 ag-1	NR2E3 ag-2	HIF-2a block	Shn3 inh set2	CF NFkB inh	Vif inh	TRPM1 prom inh	Peg3 prom inh	CaV13 ICDI inh	PDI turbidity
CCCCC(=O)Nc1c(-c2ccc(OC)c(OC)c2)c(=O)c2ccccc2n1C	0	-3	1	0	-24	1	-34	3	-19	3
CN1CCN(S(=O)(=O)c2ccc(NC(=O)c3ccccc3Cl)cc2)CC1	4	-18	-3	10	16	2	-3	13	-5	-11
O=S(=O)(c1cnc(Cl)c(Cl)c1)N1CCc2ccccc21	-1	-10	22	9	-30	2	15	42	-1	13

# From PubChem
